H37Rv inhibition = M. tuberculosis growth inhibition, HTS (AID 449762) | inhibition, % at 25 µM, or IC50 in µM where a hit was titrated | M. tuberculosis H37Rv growth inhibition, 7H9 media; higher % means a stronger effect | 330,000 tested, 0.59% active; in the data active = a potency from the dose series; inconclusive = inhibition above about 70% without an active follow-up result;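 note: bacterial growth assessed after seven days of incubation; strong numbers were not always called active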
Salmonella PhoP GFP = PhoP regulon inhibitors, Salmonella typhi PhoP promoter GFP reporter, confirmatory (AID 1850); 310,000 tested, 0.33% active; Salmonella Typhi PhoP-promoter GFP reporter, fluorescence, 4 h; higher % means a stronger effect; inhibition, % at 50 µM, or IC50 in µM where a hit was titrated; in the data active = a potency from the dose series; inconclusive = inhibition mostly from about 25% at the one dose, without a potency; inactive = the rest, 99 in 100 with inhibition below about 19%;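 note: 0% = induced wells with vehicle and 100% = uninduced wells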
H1N1 NS1A inhibition = H1N1 influenza NS1A inhibitors, functional cell based assay (AID 504329); NS1A functional cell-based assay, percent inhibition; higher % means a stronger effect; 340,000 tested, 0.3% active; one-dose inhibition, % at 12.5 µM; IC50 in µM for titrated hits; in the data active = a potency from the dose series; inconclusive = inhibition above about 27% without an active follow-up result; note: strong numbers were not always called active
M. tuberculosis = growth inhibition of non-replicating M. tuberculosis (AID 488890); Mycobacterium tuberculosis non-replicating, growth inhibition; higher % means a stronger effect; inhibition, % at 25 µM, or IC50 in µM where a hit was titrated; 320,000 tested, 0.39% active; in the data active = a potency from the dose series; inconclusive = inhibition mostly from about 82% at the one dose, without a potency; inactive = the rest, 99 in 100 with inhibition below about 76%;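 note: plate controls were DMSO cells for no effect and high antibiotic wells for full effect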
VEEV TC-83 Vero = inhibitors of VEEV TC-83 cytopathic effect, confirmation, Vero cells (AID 588727); Vero cells, VEEV TC-83 cytopathic effect inhibition; higher % means a stronger effect; inhibition, % at 20 µM; hits with a dose series show IC50 in µM; 350,000 tested, 0.13% active; in the data active = a potency from the dose series; inconclusive = inhibition mostly from about 14% at the one dose, without a potency; inactive = the rest, 99 in 100 with inhibition below about 12%; note: strong numbers were not always called active
VEEV TC-83 Vero 10K pilot screen = also measured in VEEV TC-83 Vero; calls as there; inhibition, %; measured here: 10K pilot screen inhibition
* hit, by the source's call; i = inactive; ? = inconclusive; nt = not tested or not shown; & = joins results of further samples.

SMILES | H37Rv inhibition | Salmonella PhoP GFP | H1N1 NS1A inhibition | M. tuberculosis | VEEV TC-83 Vero | others
CCN(CC)c1ccc(NC(=O)c2nc3nc(C)cc(C(F)F)n3n2)cc1 | -4% | -2% | 2% | 28% | 1.3%
COc1ccc(C(=O)CC(c2ccccc2)C2C(=O)CCCC2=O)cc1 (stereo not drawn) | 4% | 1% | -1% | 24% | 2.4%
CC1=CC(C)(C)n2c(O)c(N=NC(N)=S)c3cc(C)cc1c32 | -3% | 13% | -7% | 67% | i
O=C1NC(=O)c2cc(NC(=O)C3CCCO3)ccc21 (stereo not drawn) | -5% | 2% | 3% | -5% | i
N#Cc1cccc(NC(=O)CSc2nnc(C3CC3)n2C2CC2)c1 | -6% | nt | -7% | 4% | i
CC(=O)Cc1nsc(NC(=O)c2ccc(-c3ccc(Cl)c(C(F)(F)F)c3)o2)n1 | 3% | -16% | nt | -7% | nt
N#C/C(=C\c1ccc(OCc2ccc(Cl)cc2)cc1)C(=O)Nc1cccc(C(=O)O)c1 | 33% | 9% | -3% | 75% | 0.5%
CC1=NN2C(=N)/C(=C\c3cc(C)n(-c4cccc(C)c4)c3C)C(=O)N=C2S1 | 5% | 2% | 8% | 6% | i
Clc1ccccc1-c1nc(-c2ccncc2)no1 | -2%&-3% | 13%&3% | -4% | 11%&8% | 2.4%&3.1%
O=C(COC(=O)c1ccccc1)Nc1ccccc1N1CCOCC1 | -6% | -6% | 3% | -1% | 0.4% | VEEV TC-83 Vero 10K pilot screen=1.7

3 records picked at random from those above, as already listed:
SMILES | H37Rv inhibition | Salmonella PhoP GFP | H1N1 NS1A inhibition | M. tuberculosis | VEEV TC-83 Vero | others
CCN(CC)c1ccc(NC(=O)c2nc3nc(C)cc(C(F)F)n3n2)cc1 | -4% | -2% | 2% | 28% | 1.3%
COc1ccc(C(=O)CC(c2ccccc2)C2C(=O)CCCC2=O)cc1 (stereo not drawn) | 4% | 1% | -1% | 24% | 2.4%
CC1=NN2C(=N)/C(=C\c3cc(C)n(-c4cccc(C)c4)c3C)C(=O)N=C2S1 | 5% | 2% | 8% | 6% | i

Following part.
SMILES | H37Rv inhibition | Salmonella PhoP GFP | H1N1 NS1A inhibition | M. tuberculosis | VEEV TC-83 Vero | others
O=C(Nc1ccccc1Br)C1CC(=O)N(c2ccc3c4c(cccc24)CC3)C1 (stereo not drawn) | 6% | -10% | 2% | 7% | 0.3%
CC(C)C[C@H](N)c1nnc(S(=O)(=O)Cc2cccc(F)c2)o1 | 0% | -5% | 0% | -35% | i
Cc1cccc(NS(=O)(=O)c2cccc(C(=O)NCc3ccccc3CN3CCOCC3)c2)c1 | 3% | nt | 1% | 37% | 0.2%
CCc1nc2ccc(C(=O)Nc3nnc(C)s3)cc2nc1CC | 2% | 9% | -7% | -3% | 11%
Cc1cccc(NC(=O)CN2CCOCC2)c1C | -21% | -1% | -16% | -17% | 1.4%
CCN(CC)C(=O)C1CCCN(c2ccc([N+](=O)[O-])cc2/C=N/NC(=O)c2ccc([N+](=O)[O-])cc2)C1 (stereo not drawn) | -2% | -2% | 2% | 18% | 6.7%
CCCCOc1ccc(C(=O)Nn2cnnc2)cc1 | -3% | 17% | 3% | -6% | 1.1%
Cc1nn(Cc2ccccc2)c(Cl)c1/C=C/C(=O)OCC(=O)NC(C)C(C)C (stereo not drawn) | -5% | -8% | 1% | 6% | 1.6%
Cc1ccc2nc(-c3ccc(SCC(=O)Nc4cc(C)on4)nc3)[nH]c2c1 | ? | 7% | 5% | 18% | 1.9%
Cn1c(SCC(=O)NNC(=O)c2ccccc2O)nnc1-c1ccccc1 | 13% | 8% | 4% | -7% | 3.1%
COC(=O)CN1C(=O)COc2ccc(S(=O)(=O)NCc3ccc(F)cc3)cc21 | 6% | -32% | -11% | 13% | i
COCCNC(=S)N(CCc1c(C)[nH]c2ccc(Cl)cc12)Cc1cccs1 | 56% | -2% | 7% | 22% | 7.0%
COc1ccc(-c2nnc3ccc(SCC(=O)Nc4nc5ccc(C)cc5s4)nn23)cc1OC | -6% | -16% | 0% | 17% | 1.8%
O=C(C1CCN(S(=O)(=O)c2cccc3nsnc23)CC1)N1CCCCC1 | -1% | 3% | -6% | 5% | 0.9%
COc1ccc(NC(=O)C(=S)NC2CCCCC2)cc1 | 9% | 3% | -16% | 26% | 2.0%
O=C(CCc1ccccc1)Nc1cc2c3c(c1)CC(=O)N3CCC2 | -2% | -2% | -8% | -11% | 1.7%
CCN1CCN(c2ccc(S(=O)(=O)N3CCOCC3)cc2NC(=O)c2ccccc2SC)CC1 | -2% | 0% | -4% | -7% | 1.5%
Cc1cc(N2CCN(c3ccc(F)cc3)CC2)n2ncnc2n1 | -7% | -6% | -5% | 9% | 1.1%
COc1cc(/C=N/N2CCN(Cc3ccc(Cl)cc3)CC2)cc(Br)c1O | 7% | 7% | 3% | 6% | 4.1%
Cc1ccc(NCCC(=O)c2cccs2)cc1C | ? | 16% | 13% | 6.1µM* | i
Cc1ccccc1C(=O)NC(C)C1CC2CCC1C2 (stereo not drawn) | 4% | 6% | 0% | 39% | 0.9%
Cc1cc(=O)oc2cc(NC(=O)c3ccccc3C(=O)O)ccc12 | 3% | 4% | -5% | 18% | 0.7%
Cc1c(NS(=O)(=O)CC23CCC(CC2=O)C3(C)C)c(=O)n(-c2ccccc2)n1C (stereo not drawn) | -7% | -5% | 3% | -15% | 2.0%
CC1=C(SCc2ccccc2)C(=O)c2ccccc2C1=O | nt | nt | 28% | nt | 3.3%
COc1cc2cc(C)c(Br)c(OC)c2cc1OC | nt | nt | 4% | nt | i
Cc1[nH]c(=S)sc1Cc1ccc(F)cc1 | 7% | -10% | 6% | 21% | 1.3%
O=C(Cc1ccccc1)Nc1cc(Cl)ccc1Sc1ccccc1 | 2% | -2% | -8% | -5% | 1.0%
CCCCOCCCNC(=O)N[C@H](C(=O)O)C(C)CC (stereo partly drawn) | -10% | -7% | -25% | -13% | 0.2%
COc1ccc(OC)c2[nH]c(C(=O)O)cc12 | 2% | -6% | -1% | -4% | 0.4%
O=C(NC1CCCCC1)C1CC(=O)N(CCc2ccccc2)C1 (stereo not drawn) | -10% | 7% | -2% | -8% | 1.9%
COc1ccc(C(=O)CSc2nnc(Cc3ccccc3)o2)cc1 | -5% | -3% | -8% | ? | 0.3%
Cc1nccn1CC(=O)O | 12% | -19% | nt | -1% | nt
Cc1cc(OCC(=O)Nc2cc(C(C)(C)C)on2)ccc1[N+](=O)[O-] | -17% | -11% | -9% | ? | 3.6%
COc1ccc(C(=O)Nc2ccc(-c3n[nH]c(=S)o3)cc2)cc1OC | -2% | 3% | 15% | 15% | 8.2%
CCOC(=O)C1(CCOc2ccccc2)CCN(C(C)CSC)CC1 (stereo not drawn) | -2% | -1% | 0% | 17% | i
COC(=O)c1cc(C(=O)NCCN2C(=O)S/C(=C\c3cccs3)C2=O)cc([N+](=O)[O-])c1 | 1% | -4% | -2% | 1% | 11%
Cc1ccc(C(C)C)cc1S(=O)(=O)NC1CC(C)(C)NC(C)(C)C1 | -7% | 7% | 1% | -2% | i
CC(=O)N1Cc2cc(N)ccc2Oc2ccccc21 | -1% | -5% | 8% | -5% | 0.5%
O=C(NC1CCCCC1)N1Cc2ccccc2-n2nncc2C1 | nt | nt | 10% | nt | i
Cc1ccc(/C=C/C(=O)OCC(=O)NCCN2C(=O)CSC2=O)cc1 | -2% | 1% | 0% | 5% | 1.6%

Entries listed so far that contain bromine:
SMILES | H37Rv inhibition | Salmonella PhoP GFP | H1N1 NS1A inhibition | M. tuberculosis | VEEV TC-83 Vero | others
O=C(Nc1ccccc1Br)C1CC(=O)N(c2ccc3c4c(cccc24)CC3)C1 (stereo not drawn) | 6% | -10% | 2% | 7% | 0.3%
COc1cc(/C=N/N2CCN(Cc3ccc(Cl)cc3)CC2)cc(Br)c1O | 7% | 7% | 3% | 6% | 4.1%
COc1cc2cc(C)c(Br)c(OC)c2cc1OC | nt | nt | 4% | nt | i

Carrying on:
SMILES | H37Rv inhibition | Salmonella PhoP GFP | H1N1 NS1A inhibition | M. tuberculosis | VEEV TC-83 Vero | others
COc1ccc(C(=O)N/N=C(\C)CC(=O)N2CCN(C=O)CC2)cc1 | -3% | 4% | 1% | 9% | i
CCc1nc2ccccc2c(C(=O)OCc2nnc(-c3ccccc3)o2)c1C | -11% | -12% | 17% | nt | i
O=C1NC2(Nc3ccccc31)C(=O)Nc1ccc(Br)cc12 (stereo not drawn) | 6% | -3% | 1% | 35% | 1.2%
CC(C)(C)NC(=O)CN(Cc1cccs1)C(=O)CCN1CCc2ccccc21 | 1% | -4% | 1% | 28% | 0.5%
Cc1nc2sccn2c(=O)c1S(=O)(=O)N1CCN(c2cccc(Cl)c2)CC1 | -3% | -6% | 1% | -2% | i
Cc1ccc(S(=O)(=O)NCCCNS(=O)(=O)c2ccc(C)cc2)cc1 | -6% | nt | -2% | 50% | 3.1%
COc1cc(-c2noc(C)c2-c2ccc(N(C)C)nc2)cc(OC)c1OC | 3% | -3% | 5% | 8% | 8.7%
COc1ccc(CNC(=S)Nc2ccc(S(N)(=O)=O)cc2)cc1 | 2% | 11% | -1% | 34% | i
CCCc1nnc(SCC(=O)Nc2cc(C)on2)n1CCOC | -3% | -2% | -2% | -18% | 0.8%
CC(C)OC(=O)c1ccc(S(N)(=O)=O)o1 | -4% | -3% | -2% | -10% | 0.4%
CC(C)NC(=O)COc1coc(CN2CCN(Cc3ccccc3)CC2)cc1=O | -7% | 4% | 4% | -2% | 2.5%
CCSCCOC(=O)C1=C(C)NC(=O)NC1c1cccc(OC)c1OC (stereo not drawn) | 6% | -2% | 0% | -6% | 0.9%
CCCOC1CCCN(Cc2nc(-c3cnccn3)no2)C1 (stereo not drawn) | -6% | -3% | 1% | 3% | 1.1%
CCOc1ccc(OCC)c(NC(=O)C2CCCN(S(=O)(=O)c3c(C)n[nH]c3C)C2)c1 (stereo not drawn) | -12% | -3% | -3% | 5% | 0.9%
CCN(Cc1ccccc1)C(=O)C1CCN(CC2CC=CCC2)CC1 (stereo not drawn) | -8% | 0% | 3% | 18% | 1.5%
C(=N\n1cnnc1)/c1nc2ccccc2[nH]1 | 2% | 11% | 6% | 33% | 1.0%
O=C1NC(=O)C(=Cc2ccc(-c3ccc(S(=O)(=O)N4CCOCC4)cc3)o2)C(=O)N1 | -5% | -7% | -5% | 6% | 0.6% | VEEV TC-83 Vero 10K pilot screen=0.5
CCNC(=O)n1nccc1C(C)Oc1ccccc1 (stereo not drawn) | 3% | -2% | -5% | 39% | i
COC(=O)[C@H](CCSC)NC(=O)NCCc1ccccc1F | 1% | -4% | -1% | -3% | 0.9%
Cc1cc(C)nc(N2CCC(C(=O)NCc3cccc(C(F)(F)F)c3)CC2)n1 | 0% | 5% | 1% | -9% | 0.4%
CCOC(=O)NC(=O)COC(=O)CNC(=O)c1ccc(OCC)c(OCC)c1 | -4% | -12% | 9% | -8% | 0.1%
O=C(Cc1ccc(Cl)cc1)NCCS(=O)(=O)N1CCN(c2ccccc2F)CC1 | -3% | -11% | -1% | 7% | 5.5%
COc1ccccc1NC(=O)CSc1nn2c(=O)c(C)nnc2s1 | -21% | -2% | 16µM* | -13% | 7.8%
COc1cc(OC)c(OC)cc1CNC(=O)c1cccc(S(=O)(=O)N2CCc3ccccc3C2)c1 | nt | nt | -10% | nt | 5.8%
COc1cc(OC)c2c(=O)c(OC)c(-c3ccc(OC)c(OC)c3)oc2c1 | -5% | 11% | 0% | 19% | 10%
COc1ccc(C2CC(=O)c3cnc(NC(=O)c4ccccc4)nc3C2)cc1OC (stereo not drawn) | -9% | nt | -2% | nt | 2.4%
COC(=O)C1=CN(c2ccc(OC)cc2)C=C(C(=O)OC)C1c1cccc(F)c1 | 1% | 1% | -6% | nt | 4.3%
COC(=O)c1c(C)[nH]c(C(=O)CN2C(=O)C3CC=CCC3C2=O)c1C (stereo not drawn) | -9% | nt | 6% | 4% | i
O=C(NCC(c1cccnc1)N1CCOCC1)Nc1ccccc1 (stereo not drawn) | -2% | -5% | 10% | -2% | 5.9% | VEEV TC-83 Vero 10K pilot screen=1.0
CC1CN(Cc2nc3c(c(=O)[nH]c(=O)n3C)n2CCN2CCOCC2)CC(C)O1 (stereo not drawn) | nt | -6% | -4% | nt | 3.0%
CCC(C)n1c(C)cc(C(N)=O)c1C (stereo not drawn) | -7% | -5% | 3% | -4% | i
COc1cccc(N2CC(C(=O)Nc3nnc(SCc4ccccn4)s3)CC2=O)c1 (stereo not drawn) | -10% | -4% | 5% | -7% | 1.6% | VEEV TC-83 Vero 10K pilot screen=1.1
C[C@H]1CN([C@@H](C)CO)C(=O)Cc2cc(NC(=O)Cc3ccccc3)ccc2O[C@H]1CN(C)C(=O)Nc1cccc2ccccc12 | 5% | nt | -7% | 41% | i
